GPR151 activ: activators of human GPR151, primary screen, cell-based, PathHunter beta-arrestin, luminescence; G-protein coupled receptor 151 (Homo sapiens), Q8TDV0; PathHunter beta-arrestin GPR151 cells; activation, % at 11.2 µM; 650,000 tested, 1% active; AID 1508602, 2020; in the data active = activation above about 4.9%;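 also: 0% = median of compound wells and 100% = cells with positive control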
Target sequence (Q8TDV0 whole entry, looked up): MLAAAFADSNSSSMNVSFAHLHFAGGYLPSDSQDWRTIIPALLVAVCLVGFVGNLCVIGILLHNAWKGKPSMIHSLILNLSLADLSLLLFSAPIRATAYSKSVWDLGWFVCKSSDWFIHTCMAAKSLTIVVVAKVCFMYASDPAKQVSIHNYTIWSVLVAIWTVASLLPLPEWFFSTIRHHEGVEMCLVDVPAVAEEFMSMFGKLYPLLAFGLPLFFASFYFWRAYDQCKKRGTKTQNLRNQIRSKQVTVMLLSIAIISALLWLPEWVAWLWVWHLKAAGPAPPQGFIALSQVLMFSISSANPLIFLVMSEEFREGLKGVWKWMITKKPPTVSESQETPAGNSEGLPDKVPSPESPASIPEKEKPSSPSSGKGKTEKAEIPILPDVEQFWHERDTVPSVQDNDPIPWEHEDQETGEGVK
TEAD-YAP inh: TEAD-YAP interaction inhibition, primary screen, TEAD-YAP interaction inhibitor project, luminescence, HEK-TIYL cells. 640,000 tested, 1.4% active. inhibition, % at 9.12 µM. TEAD-Gal4/YAP UAS-luciferase luminescence. AID 1259422, 2018; in the data active = inhibition above about 32%;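 also: 0% = median of test compound wells and 100% = reference inhibitor wells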
MITF inh: MITF inhibitors, primary screen, biochemical, AlphaScreen, human | AID 1259374, 2018 | Microphthalmia-associated transcription factor (Homo sapiens), O75030 | inhibition, % at 2.6 µM | 650,000 tested, 0.91% active | AlphaScreen MITF homodimerization, bead proximity signal; in the data active = inhibition above about 50%;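 also: 0% = vehicle wells with protein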
Target sequence (O75030 whole entry, looked up): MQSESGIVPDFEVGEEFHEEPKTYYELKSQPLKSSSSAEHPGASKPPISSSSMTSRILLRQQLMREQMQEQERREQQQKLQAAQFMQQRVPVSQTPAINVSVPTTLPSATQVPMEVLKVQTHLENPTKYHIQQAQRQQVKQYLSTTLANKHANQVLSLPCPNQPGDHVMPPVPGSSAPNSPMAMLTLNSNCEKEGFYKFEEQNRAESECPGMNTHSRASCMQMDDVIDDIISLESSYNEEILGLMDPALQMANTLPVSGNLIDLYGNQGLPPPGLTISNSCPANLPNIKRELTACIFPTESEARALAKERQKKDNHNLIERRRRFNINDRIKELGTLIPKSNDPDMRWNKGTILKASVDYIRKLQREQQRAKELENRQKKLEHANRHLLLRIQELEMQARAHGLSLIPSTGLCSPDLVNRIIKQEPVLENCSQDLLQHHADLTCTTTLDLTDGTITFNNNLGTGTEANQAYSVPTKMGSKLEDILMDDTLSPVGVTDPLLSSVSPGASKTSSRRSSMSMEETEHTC
FBW7 act: FBW7 E3 ligase activators, primary screen, biochemical, AlphaScreen, human. F-box/WD repeat-containing protein 7 (Homo sapiens), Q969H0. AlphaScreen FBW7–phospho-cyclin E peptide binding, activator screen. normalized activity (activation), % at 26.1 µM. 650,000 tested, 0.13% active; in the data active = normalized activity above about 1.9%;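 also: purified mutant Fbw7 with reduced substrate affinity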
Numbers without * were called inactive; & = joins results of further samples. Random draw from the library; 3.5% or so of the library scored in one or more.

#	Compound	TEAD-YAP inh	FBW7 act	MITF inh	GPR151 activ
1	COC(=O)CSCC(=O)c1ccc(Br)cc1	1	0.1	6	1.0
2	O=C(CSCc1ccc2nsnc2c1)Nc1ccccc1	10	-0.2	18	-0.8
3	COc1cccc(Nc2nc(-c3ccc(OC)c(Br)c3)cs2)c1	-21	-0.2	-2	0.1
4	O=C(CNC(=O)c1cccs1)OCC(=O)c1cccs1	-3	-0.1	-4	0.5
5	CC(C)(C)OC(=O)NNC(=S)Nc1ccc(F)c(Cl)c1	-6	-0.1	4	0.4
6	CCN(CC)CCCNC(=O)c1cc2nc(-c3ccc(Cl)c(Cl)c3)cc(C(F)(F)F)n2n1	-5	-0.1	2	-0.3
7	O=C(CNc1n[nH]c(=O)[nH]c1=O)N/N=C\c1ccccc1C(F)(F)F	-6	0.0	9	-0.3
8	Cc1cc(C)cc(NC(=O)CSc2nc(=O)n(CCN(C)C)c3c2CCCC3)c1	5	-0.1	18	-1.3
9	CCOC(=O)COc1ccc2c(CC)cc(=O)oc2c1C	4	0.1	-19	4.8
10	O=C(NC1(c2ccc3c(c2)OCO3)CCCC1)c1ccc2c(c1)OCO2	0	-0.1	-7	-0.2
11	CC(CNC(=O)c1cc2c(s1)CS(=O)(=O)C2)c1ccccc1 (stereo not given)	5	0.0	-4	0.2
12	CC(Oc1ccc2c(c1)oc(=O)c1ccccc12)C(=O)O (stereo not given)	-13	0.6	21	-1.8
13	C/C(=N\OC(=O)c1ccccc1O)c1cccs1	-1	-0.2	-2	2.8
14	CCC(=O)Nc1nnc(SCC(=O)Nc2ccc(C)cc2C)s1	16	0.3	9	-1.8
15	COCCN=c1scc(-c2ccco2)n1/N=C/c1cc(Br)ccc1OC	-4	-0.1	6	0.2
16	CNC(=S)Nc1ccc(Cl)cc1	7	-0.1	-5	0.5
17	COc1cc(-n2c(C)nc3cc(C(=O)NC4CCCCCC4)ccc32)cc(OC)c1OC	-5	0.0	-4	-0.8
18	CCOC(=O)Cc1cc(=O)n(-c2nc3ccccc3s2)[nH]1	-4	-0.2	11	-0.1
19	Cc1nn(Cc2ccc(C#N)cc2)c(C)c1[N+](=O)[O-]	6	0.0	10	-0.3
20	CC(C)N(CCNc1cc(-c2ccc(N3CCOCC3)nc2)ncn1)C(C)C	-5	-0.1	-6	-0.1
21	COc1ccc(OC(=O)c2cncc(Br)c2)cc1	9	0.0	15	-1.4
22	CCOC(=O)C1=C(C)NC(OCC)=C(C=O)C1c1cccc(C)c1 (stereo not given)	10	0.0	3	2.6
23	O=C(/C(Br)=C/Nc1ccccc1Cl)C(F)(F)F	-9	-0.1	9	-0.4
24	COc1ccc2[nH]c3c(c2c1)CCNC31CCN(CCCOc2ccccc2)CC1	-7	-1.0	15	-0.3
25	Cn1c(=O)c2nc(-c3ccccc3)oc2c2ccccc21	-8	0.1	18	-0.1
26	CC1CCCC(C)N1C(=O)Cc1ccc([N+](=O)[O-])cc1 (stereo not given)	-7	-0.1	-2	0.4
27	Cc1occc1C(=O)NC(C)c1nnc2n1CCN(Cc1ccc3c(c1)OCCO3)CC2 (stereo not given)	1	0.0	-1	2.8
28	Nc1c(C(=O)NCc2ccccc2)cnn1-c1ccnc(Nc2ccc(N3CCOCC3)cc2)c1	-13	-0.5	-10	-1.0
29	COc1ccc(-c2noc(CC(=O)Nc3cccc(C)n3)n2)cc1	2	0.0	4	5.5*
30	CC(C)n1cnnc1SCC(=O)Nc1ccccc1Cc1ccccc1	-5	0.9	-3	-0.7
31	Cc1cccc(Cn2c(NCCO)nc3c2c(=O)[nH]c(=O)n3C)c1	-4	-0.1	2	0.1
32	O=C(Nn1cnnc1)c1ccccc1CCc1ccccc1	-2	-0.1	16	-0.7
33	O=C(/C=C/c1cccc([N+](=O)[O-])c1)Nc1ccc(NC(=O)c2ccco2)cc1	1	-0.1	-12	0.0
34	Cc1ccn2cc(-c3cc4cc(Cl)ccc4oc3=O)nc2c1	-3	-0.1	-1	0.9
35	CC(=O)Nc1ccc(-c2nc3cc(Cl)cc(Cl)c3o2)cc1	9	-0.1	1	-1.2
36	Cc1c(C(=O)NCc2cccnc2)sc2ncn(CC(=O)N3CCC(C)CC3)c(=O)c12	5	-0.5	18	0.3
37	O=C(NC1CCCC1)c1ccc(N2CCC(NCCOc3cccnc3)CC2)cc1	18	-0.1	0	-0.6
38	Cc1ccc2c(c1)N(C(=O)CCC(=O)N1CCN(c3ccccc3)CC1)CCO2	5	-0.1	9	1.0
39	O=C(O)CNC(=O)c1ccc([N+](=O)[O-])cc1Cl	6	0.4	14	2.9
40	Cc1cc(C)cc(Nc2cc(C(=O)NCCN3CCOCC3)c3ccccc3n2)c1	-19	0.0	-5	0.5
41	C=CCn1c(-c2ccco2)n[nH]c1=S	-8&6	0.0&0.4	3&12	1.6&-1.5
42	CN1C(=O)C(C)(C)c2cc(S(=O)(=O)N(C)CC(=O)NCc3ccccc3Cl)ccc21	1	-0.3	0	1.5
43	COc1ccccc1/C=C/C=C1\N=C(c2c(-c3ccccc3)noc2C)OC1=O	9	0.2	7	-0.8
44	COc1ccc(CNCCCOC(C)C)cc1	1	-0.2	28	4.2
45	CC1CC(=O)C2=C(C1)OC(N)=C(C#N)C2c1ccc(-c2ccccc2)cc1 (stereo not given)	-3	-0.1	-8	-1.1
46	CCCN1C(=O)/C(=C\c2ccc(N(C)C)cc2)SC1=Nc1ccc(C)cc1	12	-0.1	3	-0.7
47	CCCCCCc1c(O)nc(SCC(=O)O)[nH]c1=O	0	0.1	-8	-0.3
48	CCCCCn1c(=S)[nH]c2cc(C(=O)Nc3ccc(F)cc3)ccc2c1=O	2	0.0	11	0.1
49	COc1cc([N+](=O)[O-])ccc1NC(=O)C(Cl)(Cl)Cl	14	0.0	-9	0.4
50	CC(=O)ON(Cc1c(C)no[n+]1[O-])Cc1c(C)no[n+]1[O-]	4	0.1	13	0.6
51	CC(=O)N1CCN(C2c3cccc4cccc(c34)C2NS(=O)(=O)c2ccc(Cl)cc2)CC1 (stereo not given)	0	-0.1	3	-0.1
52	O=C(Oc1cccc(OC(=O)c2ccccc2F)c1)c1ccccc1F	5	0.2	-7	5.6*
53	COc1ccc(Cl)cc1-c1nc(C=Nc2ccc(Br)cc2Br)c(O)o1	1	0.0	15	-1.2
54	Cc1nn(-c2ccc(N3CCN(C(=O)c4cccc5ccccc45)CC3)nn2)c(C)c1C	13	0.0	-7	-0.4
55	CCCN(CCO)Cc1ccc(OCC)cc1	6	0.9	34	-1.1
56	O=C(Nc1ccccc1)c1cc2cc([N+](=O)[O-])ccc2oc1=O	-2	0.0	7	1.0
57	CN(/N=C/c1cccn1C)C1=NCCN1	4	0.0	12	1.6
58	CCOC(=O)c1cnc2scnn2c1=O	3	-0.6	-7	0.9
59	CCCc1cc2c(=O)c(-c3ccccn3)c(C)oc2cc1O	-10	0.1	14	-0.9
60	CCOc1ccc(-c2nc(NC(=O)c3cccs3)sc2C)cc1	4	-0.1	-9	-0.9

(next part)
#	Compound	TEAD-YAP inh	FBW7 act	MITF inh	GPR151 activ
61	Cc1ccc(S(=O)(=O)NCC(=O)OCC(=O)c2ccc([N+](=O)[O-])cc2)cc1	7	0.0	-7	0.3
62	CCNc1nc(OC)nc(SCC(N)=O)n1	-5	0.0	7	1.2
63	Cc1cc(C)cc(NC(=O)CC(NCc2cccnc2)C(=O)O)c1 (stereo not given)	-1	-0.1	-3	0.0
64	CN(c1ccc(Br)cc1)S(=O)(=O)c1ccc2[nH]cc(C(=O)NC3CCCCCC3)c(=O)c2c1	-2	0.3	0	0.5
65	Cc1nn(CC(=O)O/N=C/c2ccc(Cl)cc2Cl)c(C)c1[N+](=O)[O-]	0	0.1	-11	0.1
66	COc1ccc(N2CCN(S(=O)(=O)c3c(C)noc3C)CC2)cc1	-2	-0.2	-5	0.6
67	Cc1c(C(=O)Nc2ccc(F)cc2Cl)sc2ncnc(N3CCCCC3C)c12 (stereo not given)	1	0.1	0	-0.5
68	COc1ccc(C2=NN(c3ccccc3)C(c3ccc(OC)c(OC)c3)C2)cc1 (stereo not given)	-30	0.8	2	-0.8
69	Nc1c(S(=O)(=O)Cc2ccccc2)sc2nc(-c3cccs3)cc(-c3ccccc3)c12	-5	-0.1	-17	-1.4
70	COc1ccc(NC(=S)N2CCN(c3ncccn3)CC2)cc1OC	-14	0.0	-6	-0.2
71	Brc1ccc2ncnc(NCC3CCCO3)c2c1 (stereo not given)	14	-0.1	6	0.0
72	Cc1ccccc1OCC(=O)N1CCC(C(N)=O)CC1	-8	0.1	6	-0.9
73	CCOCCCNC(=O)C1CCCN1C(=O)Nc1ccccc1[N+](=O)[O-] (stereo not given)	-8	0.1	4	2.8
74	COC(=O)C1=C(C)Nc2nnnn2C1c1cccc(OC)c1OC (stereo not given)	-8	0.6	-7	-1.0
75	C/C(=N\NC(=O)CNC(=O)c1ccccc1Br)c1ccco1	-1	0.0	12	2.7
76	CCCCC(=O)N=c1sc2cccc(F)c2n1C	-24	0.4	-9	-2.3
77	CCOC(=O)CNC(c1ccccc1)c1cc(Br)ccc1NC(=O)c1ccc(Cl)cc1 (stereo not given)	2	-0.1	-8	0.1
78	O=C(Nc1cccnc1)c1cnn2c(C(F)(F)F)cc(-c3cccs3)nc12	-5	-0.1	5	-0.9
79	COc1ccc(C2Oc3ccc(Cl)cc3C3CC(c4ccco4)=NN32)cc1OC (stereo not given)	-14	0.1	15	-1.7
80	CCOCCCNc1c(C)c(C)nc2cc(-c3ccc(OC)cc3)nn12	-30	0.2	26	-0.2
81	NC(=O)c1ccc(NC(=O)CSc2nnc(-c3cccs3)n2Cc2ccccc2)cc1	6	-0.2	-16	1.3
82	Cc1oc(-c2cccc(Cl)c2)nc1CN1CCCC(C(=O)NC(C)C)C1 (stereo not given)	-2	0.2	17	0.1
83	Cc1cc2c(cc3c(=O)n(CC(=O)NCc4ccc(OC(C)C)cc4)ncn32)s1	13	0.8	8	-0.3
84	NC(=O)COC(=O)c1ccc(Oc2ccc(Cl)cc2[N+](=O)[O-])cc1	1	0.5	13	-2.1
85	CC(C)(C)NCCOCCOc1ccccc1-c1ccccc1	-5	0.0	63*	1.4
86	O=C1OC(c2cccc([N+](=O)[O-])c2)=N/C1=C/c1cccc(Cl)c1Cl	5	0.9	3	-0.1
87	COC(C(=O)N1CCOc2ccc(CN3CCOCC3)cc2C1)c1ccccc1 (stereo not given)	8	-0.1	4	-0.2
88	COc1cccc(CNn2c(C)nc3ccccc3c2=O)c1O	1	0.6	-5	-1.5
89	O=C(OCc1nc2ccccc2s1)c1cccc(Cl)c1	4	0.0	-1	0.4
90	COC(=O)c1ccc(-c2cc(/C=C/c3[nH]c(=O)[nH]c(=O)c3[N+](=O)[O-])co2)cc1	1	0.1	13	0.8
91	O=C(c1ccco1)N1CCN=C1SCc1cccc([N+](=O)[O-])c1	-1	0.0	-2	-0.5
92	CC1CCN(Cc2nnnn2CC(=O)NCc2csc(C(C)C)n2)CC1	5	0.0	7	0.4
93	Cc1nn(-c2ccc(C(=O)O)cc2)c(=O)c2ccccc12	2	0.7	23	-2.2
94	CCOc1ccc(-n2c(SCC(=O)Nc3ccccc3Cl)nc3n[nH]c(C)c3c2=N)cc1	6	-0.1	-6	0.3
95	COCC1CCCN(Cc2ccc3c(c2)CN(C(=O)c2nonc2C)CCO3)C1 (stereo not given)	-2	0.1	13	-1.8
96	NC(=O)C1CCN(C(=O)CNC(=O)Cn2cnc3ccccc3c2=O)CC1	-5	0.0	7	-1.3
97	Cc1nc2c(c(C)c1CCC(=O)NCCCN1CCCCC1)c(=O)n(C)c(=O)n2C	-2	-0.2	4	-0.8
98	Nc1nc(Nc2cnccn2)nc2c1ncn2CCN1CCCC1=O	2	0.0	-13	-0.6
